NPR1 activator – GC-A (human) enzyme activation. P16066. HEK293 GC-A cells, cGMP TR-FRET, EC30 ANP; 0% at EC30 ANP, 100% saturating ANP. activation, % at 10 µM. 370,000 tested, 0.14% active; in the data active = activation above about 40%
HGIII-sPLA2 inh – Blocks human group III sPLA2 activity; Q9NZ20; QFRET BODIPY PC-A2 liposome hydrolysis, fluorescence; inhibition, % at 12.2 µM; 370,000 tested, 0.56% active;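 active = inhibition above mean plus 3 SD of compounds lying within the high and low control bounds, cut at about 19% in these data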;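 also: 0% = median of test compound wells and 100% = no enzyme DMSO wells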
ssDAF12 agonist – activates DAF-12 receptor from parasite S. stercoralis | HEK293 ssDAF-12/GRIP1 lit1-tk-luc reporter, luminescence; % of 3 µM dafachronic acid response | activation, % at 6.8 µM | 370,000 tested, 1% active;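 active = activation above the mean over all tested compounds plus 3 SD, cut at about 0.9% in these data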;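 also: 0% = DMSO-only wells and 100% = 3 µM delta7-dafachronic acid wells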
hgDAF-12 ag – activates the H. glycines DAF-12 receptor ligand-binding domain. HEK293 GAL4-hgDAF12 UAS-luciferase reporter, agonist luminescence; normalized to butyrate control. activation, % at 6.8 µM. 370,000 tested, 1.8% active. AID 687014;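 active = activation above a cutoff set at the mean of all screened compounds plus 3 SD, cut at about 10% in these data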;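 also: 0% = DMSO wells and 100% = sodium butyrate wells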
hcDAF-12 act – H. contortus DAF-12 activation, primary screen; 370,000 tested, 1.4% active; activation, % at 6.8 µM; AID 652067; HEK293 hcDAF-12 lit1-tk-luc reporter, luminescence; 0% DMSO, 100% Δ7-dafachronic acid;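 active = activation above the mean of all tested compounds plus 3 SD, cut at about 5.5% in these data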;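 also: 100% = response to 3 µM Δ7-dafachronic acid high control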
SMARCA2 act – SMARCA2 function activation, primary screen; AID 652017; activation, % at 9.1 µM; MG213 cells, MMTV-luciferase reporter, dexamethasone, overnight; 370,000 tested, 1% active; in the data active = activation above about 7.8%;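 also: 0% = vehicle wells and 100% = reference activator wells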
NPR2 activator – GC-B (human) receptor activation; HEK293-GC-B cells, CNP EC30, cGMP TR-FRET; 0% at EC30 CNP, 100% saturating CNP; activation, % at 10 µM; AID 1920062; P20594; 370,000 tested, 0.11% active;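 active = activation at 10 µM reaching about 35% in either raw or pattern-adjusted values, limit read from the data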
Target sequence (P20594 whole entry, looked up): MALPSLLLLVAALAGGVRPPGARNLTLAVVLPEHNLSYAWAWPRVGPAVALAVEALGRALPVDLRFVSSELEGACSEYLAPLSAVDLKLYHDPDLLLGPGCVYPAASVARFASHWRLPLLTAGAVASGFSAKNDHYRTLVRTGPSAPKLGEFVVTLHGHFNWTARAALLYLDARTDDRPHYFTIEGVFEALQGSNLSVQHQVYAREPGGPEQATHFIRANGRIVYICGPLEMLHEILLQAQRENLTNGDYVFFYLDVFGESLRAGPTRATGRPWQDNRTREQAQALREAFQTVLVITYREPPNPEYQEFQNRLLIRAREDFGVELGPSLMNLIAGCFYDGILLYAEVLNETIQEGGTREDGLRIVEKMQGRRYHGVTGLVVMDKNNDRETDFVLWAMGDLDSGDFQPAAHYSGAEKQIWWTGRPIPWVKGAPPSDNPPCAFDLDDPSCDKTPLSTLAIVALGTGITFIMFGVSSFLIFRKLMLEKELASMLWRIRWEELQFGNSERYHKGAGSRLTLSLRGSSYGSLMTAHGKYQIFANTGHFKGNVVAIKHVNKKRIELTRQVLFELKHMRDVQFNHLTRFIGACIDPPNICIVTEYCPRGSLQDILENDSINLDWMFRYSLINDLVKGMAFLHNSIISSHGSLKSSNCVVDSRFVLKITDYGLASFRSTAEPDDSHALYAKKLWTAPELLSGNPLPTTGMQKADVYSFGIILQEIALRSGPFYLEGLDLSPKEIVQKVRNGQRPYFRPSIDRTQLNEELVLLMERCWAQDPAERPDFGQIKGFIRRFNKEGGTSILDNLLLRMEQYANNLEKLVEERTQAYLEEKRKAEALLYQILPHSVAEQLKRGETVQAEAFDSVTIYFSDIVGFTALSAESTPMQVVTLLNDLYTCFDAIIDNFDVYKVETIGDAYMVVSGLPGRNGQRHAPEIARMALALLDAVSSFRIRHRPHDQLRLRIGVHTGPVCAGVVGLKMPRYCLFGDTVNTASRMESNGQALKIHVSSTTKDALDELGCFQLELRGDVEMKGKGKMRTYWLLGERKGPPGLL
KLK7 zymogen act – activators of human kallikrein-7 zymogen | purified proKLK7, EDANS-DABCYL substrate fluorescence; 100% is mature enzyme control, 0% vehicle | 370,000 tested, 0.9% active | activation, % at 7 µM | AID 652039;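 active = activation above the mean of all tested compounds plus 3 SD, computed per campaign excluding outliers beyond control limits, cut at about 13% in these data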
DAX1 inh-1 – inhibitors of DAX1 repression of SF-1 activated StAR promoter; HEK293T StAR-luciferase reporter, SF-1/DAX-1 repression relief; AID 652010; inhibition, % at 6.8 µM; 370,000 tested, 1.1% active;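 active = inhibition above the mean over all tested compounds plus 3 SD, cut at about 3.6% in these data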;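 also: 0% = DAX-1 cells with DMSO and 100% = cells lacking DAX-1 with DMSO; higher inhibition means more luminescence from relief of DAX-1 repression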
FXN GAA850 act – increases GAA850 frataxin promoter reporter activity | HEK293 lucGAA850 FXN promoter luciferase reporter, 24 h; percent of 10 µM SAHA response | activation, % at 6 µM | 360,000 tested, 0.56% active | AID 540364;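 active = activation above the average of all compounds screened plus 3 SD, cutoff fixed separately per campaign, cut at about 7.5% in these data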;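 also: 0% = DMSO wells and 100% = 10 µM SAHA wells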
DAX1 inh-2 – inhibits human nuclear receptor DAX1; HEK293 Gal4-DAX1 luciferase reporter, luminescence; 340,000 tested, 0.99% active; inhibition, % at 6.75 µM; AID 504766;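 active = inhibition above the mean over all tested compounds plus 3 SD, cut at about 4.2% in these data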;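 also: 0% = DAX1-transfected cells with DMSO and 100% = empty-vector control cells with DMSO; inhibition shows as a rise in luminescence from relieved DAX1 repression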
* = called active by the depositor; / = not tested or not shown.

nr	SMILES	NPR1 activator	HGIII-sPLA2 inh	ssDAF12 agonist	hgDAF-12 ag	hcDAF-12 act	SMARCA2 act	NPR2 activator	KLK7 zymogen act	DAX1 inh-1	FXN GAA850 act	DAX1 inh-2
1	CCOc1ccc(NC(=O)c2ccc(S(=O)(=O)N3CCOCC3)cc2)cc1	5	-4	-1.3	1.4	-1.7	-1	0	0.6	-0.3	3.8	-0.4
2	O=C1c2ccccc2C(O)(c2ncc[nH]2)N1CCc1ccccc1 (stereo not given)	1	1	-1.4	1.0	0.2	-4	-4	-0.3	0.5	-1.0	0.1
3	COc1cc(NC(=O)c2nnn(Cc3ccc(SC)cc3)c2N)cc(OC)c1	-4	-31	-1.8	5.9	-0.3	2	1	1.0	-0.2	0.1	4.2*
4	O=C(Nc1ccc2ccccc2c1)c1ccccc1[N+](=O)[O-]	-2	-6	0.6	9.7	7.9*	7	1	-0.2	2.5	4.5	3.7
5	CCOc1ccccc1C(=O)NC(C(=O)NCc1ccc(F)cc1)C(C)C (stereo not given)	-9	-2	0.1	-0.8	0.0	0	-7	0.1	-0.8	-1.9	-0.3
6	COc1ccc(/C=C/C(=O)c2c(C)nc3ccccn23)cc1	1	-3	0.1	3.7	1.1	9.7*	7	-0.1	1.5	1.8	3.8
7	CC1(C)CC(=O)C2=C(C1)Nc1ccccc1S2	-8	3	-1.4	-0.1	1.8	0	1	2.9	0.3	-0.2	0.0
8	O=C(CSc1nc(Nc2ccccc2)nc(N2CCOCC2)n1)N1CCc2ccccc21	14	7	-1.1	-2.1	0.1	1	5	0.1	-0.1	1.3	0.5
9	CCN(Cc1ccccc1)C(=O)c1[nH]c2ccc(OC)cc2c1C	-4	-5	-1.0	-0.9	-0.5	4	1	0.7	0.5	0.7	-0.2
10	CCCCCC(=O)Nc1c2c(nc3ccccc13)CCC2	2	0	-0.6	1.3	0.0	2	0	-0.9	-0.3	2.3	-0.4
11	CCCN(C(=O)c1nc2nccc(C)n2n1)c1c(N)n(Cc2ccccc2)c(=O)[nH]c1=O	0	0	-0.8	1.1	-0.7	2	2	0.3	1.0	-0.9	0.6
12	CC12CCC(=O)C=C1CCCC2=O (stereo not given)	0	8	-1.2	0.1	-1.4	-2	3	0.8	-0.4	2.9	0.7
13	O=C(O)c1cc2c(cc1NC(=O)c1ccccc1OC(F)F)OCCCO2	-7	-1	-1.6	-1.4	-1.4	-1	5	-0.1	-0.4	0.0	0.7
14	CC1CCN(C(=O)COC(=O)c2ccccc2NCCO)CC1	-1	1	-1.3	2.0	1.6	-1	2	21*	0.1	2.8	0.4
15	C=CCNC(=O)/C(=C\c1ccc(Br)cc1)NC(=O)c1ccccc1OC	-5	-2	-1.5	-3.0	-1.0	3	-10	-0.6	-1.0	-1.8	-0.1
16	COc1ccc(-c2cc3nc(CCl)[nH]c(=O)c3s2)cc1	-4	-4	0.2	12*	5.9*	2	-6	19*	2.8	-3.6	-2.4
17	O=C(Cn1nc(-c2ccc(Cl)cc2)c2ccccc2c1=O)Nc1cccnc1	-3	-14	-0.7	-1.3	0.2	-1	-2	0.1	-0.3	-2.4	-0.9
18	COc1ccc(NC(=O)c2cccnc2NCCc2ccccc2)cc1	1	-14	-0.9	1.1	-1.1	1	-3	0.0	0.3	1.9	0.4
19	CCNC(=S)NNC(=O)c1ccccc1Cl	-4	5	-1.9	3.1	1.1	8.2*	-1	0.1	0.1	-0.1	0.4
20	COc1ccccc1CCC(=O)OCC(=O)Nc1ccc(C)c(S(=O)(=O)N2CCCCC2)c1	3	-30	-0.6	-1.7	-0.4	-1	5	0.1	0.5	0.4	2.7
21	Cc1cccn2cc(CCNC(=O)c3ccc(Br)o3)nc12	-1	-1	1.3*	4.6	6.0*	-1	2	-0.8	0.7	1.6	1.4
22	COc1ccc(NC2CCCN(C(=O)CCc3cccc(F)c3)C2)cc1 (stereo not given)	0	9	-0.7	-1.2	-1.5	-2	0	-0.5	-0.7	-0.6	0.2
23	CCCC[C@H]1C2CC(OC(=O)Nc3cccc(F)c3)C(C2)[C@H]2CCCCN21 (stereo not given in full)	-1	8	-1.1	1.1	-1.7	6	7	0.2	1.2	/	/
24	COC(=O)c1ccccc1S(=O)(=O)C(C)(C)C	1	7	-0.3	-1.8	2.1	-2	-3	0.0	1.6	-0.5	-0.6
25	C[C@H](CO)N1C[C@H](C)[C@H](CN(C)S(=O)(=O)c2ccccc2)Oc2ccc(NC(=O)NC3CCCCC3)cc2CC1=O	0	-32	-1.4	1.4	-1.5	0	6	0.2	0.1	8.5*	-0.1

Record cards (already shown). Order of screens: NPR1 activator	HGIII-sPLA2 inh	ssDAF12 agonist	hgDAF-12 ag	hcDAF-12 act	SMARCA2 act	NPR2 activator	KLK7 zymogen act	DAX1 inh-1	FXN GAA850 act	DAX1 inh-2
CCCC[C@H]1C2CC(OC(=O)Nc3cccc(F)c3)C(C2)[C@H]2CCCCN21 (stereo not given in full) as listed: -1	8	-1.1	1.1	-1.7	6	7	0.2	1.2	/	/
O=C(O)c1cc2c(cc1NC(=O)c1ccccc1OC(F)F)OCCCO2 as listed: -7	-1	-1.6	-1.4	-1.4	-1	5	-0.1	-0.4	0.0	0.7

(further entries)
nr	SMILES	NPR1 activator	HGIII-sPLA2 inh	ssDAF12 agonist	hgDAF-12 ag	hcDAF-12 act	SMARCA2 act	NPR2 activator	KLK7 zymogen act	DAX1 inh-1	FXN GAA850 act	DAX1 inh-2
26	Cc1nc(-c2ccc(Cl)cc2)sc1C1(C)CC(c2ccc(Br)cc2)=NO1 (stereo not given)	0	-1	-0.3	-1.3	-0.7	3	5	0.5	0.4	-0.7	-0.2
27	Cc1ccc(Cc2cnc(NC(=O)C3CCCO3)s2)cc1 (stereo not given)	3	2	1.0*	13*	4.2	8.8*	6	-0.2	3.5	2.2	1.0
28	CCOc1ccc(CN2CCN(C(=O)c3cccc(F)c3)CC2)cc1	-1	1	-2.4	-2.5	-3.4	-4	-1	0.4	-2.0	0.7	-2.1
29	COc1ccc(-c2oc(=O)c3cc(OC)c(OC)cc3c2C#CCCO)cc1	10	-28	-1.7	-2.8	-3.9	-1	7	-94	-3.1	-10.0	-3.1
30	CC(=O)Nc1ccc2[nH]ccc2c1	3	3	-0.8	1.1	0.0	0	1	0.1	0.1	-0.8	0.1
31	CCCCCCCC(=O)C(C)C(=O)N(C)[C@H](Cc1ccc(OC)cc1)C(=O)N(C)[C@H](C(N)=O)C(C)C (stereo not given in full)	4	-13	-0.9	0.0	-1.0	3	1	-0.5	-0.7	-4.9	-1.3
32	Fc1ccc(NC(=S)Nc2cc(Cl)ccc2Cl)cc1	1	16	-1.1	-2.8	-0.8	-4	-1	0.3	0.3	-0.7	0.5
33	CCc1ccc(S(=O)(=O)Nc2c(C)nc3nc[nH]n3c2=O)cc1	-1	7	-0.6	-1.5	-0.8	2	-2	-0.2	0.1	2.1	8.0*
34	COc1cccc(NC(=O)CSCC(=O)O)c1	9	5	-1.0	-1.9	-0.7	1	1	0.0	0.3	1.6	0.3
35	COc1ccc(NC(=O)NCCCCc2ccccc2)c(OC)c1	-3	-6	-1.1	0.9	-3.4	-2	5	0.2	-0.1	-0.3	1.0
36	O=c1[nH]c(C2CCN(S(=O)(=O)c3ccc(S(=O)(=O)NC4CC4)cc3)CC2)nc2c1nnn2Cc1cccc(F)c1	-3	-61	-1.4	-0.2	-0.9	0	-1	0.2	-0.3	-1.6	-0.9
37	CCCCCn1c(SCc2cccc(C)c2)nc2c1c(=O)[nH]c(=O)n2C	-1	1	-1.8	-1.4	-1.4	-1	0	-0.4	-0.3	1.5	0.1
38	CCS(=O)(=O)N1CCN(c2ccc(Cl)cc2[N+](=O)[O-])CC1	3	-3	-1.8	-3.9	-2.5	-1	3	-0.5	-0.6	1.7	-1.9
39	COc1ccc(CCNC(=O)/C=C/C(=O)O)cc1	0	-2	-1.4	3.3	-0.4	-2	4	0.1	-0.6	-0.6	0.8
40	Cc1ccc(OC(=O)c2cc(=O)c3ccccc3o2)cc1	7	6	-0.1	6.0	3.5	-2	-2	-0.4	0.4	1.5	2.4
41	Cc1[nH]c(C)c(S(=O)(=O)Nc2ccccc2)c1C(=O)N1CCCC1	5	5	-1.3	2.7	-0.8	-1	5	0.6	1.0	0.0	0.6
42	COc1ccc(NC(=S)Nc2ccc(F)cc2)c(OC)c1	3	3	-1.3	-0.7	-1.4	-1	-4	0.2	0.4	2.9	0.0
43	NS(=O)(=O)c1ccc(N2CCN(C(=O)c3ccco3)CC2)nc1	3	1	-0.9	4.0	-0.1	-1	3	0.6	-0.5	-1.3	0.2
44	COc1ccc(C(=O)C2CCCN(Cc3c(F)ccc(F)c3F)C2)c(OC)c1 (stereo not given)	0	-2	-0.4	-0.7	-0.2	4	-1	-0.7	-0.3	1.9	-1.2
45	Cc1ccccc1S(=O)(=O)Cc1ccc(C(=O)NCc2ccccc2)o1	4	3	-1.1	0.8	-2.7	-3	2	0.6	-0.3	2.9	0.0
46	CCOC(=O)Cn1nnnc1C(C(C)C)N(Cc1cccs1)Cc1cc2cc(C)ccc2[nH]c1=O (stereo not given)	-5	-7	-1.6	-1.1	-0.4	-1	1	-0.3	-0.6	3.9	4.3*
47	COC(=O)c1ccc(NC(=O)CSc2n[nH]c(-c3ccncc3)n2)cc1	0	4	-1.1	1.0	-1.3	0	-6	-0.7	0.4	-0.8	-0.9
48	COc1cc(C2C(C(=O)c3ccco3)=C(O)C(=O)N2CC2CCCO2)ccc1O (stereo not given)	-1	0	-0.7	4.6	1.9	0	-1	0.5	0.0	2.2	-0.1
49	O=C1c2ccccc2-c2cccc(C(=O)N3CCCCC3)c21	6	12	-1.4	-2.6	-1.6	-5	4	-0.6	-0.2	0.5	0.0
50	CCCNC(=O)Nc1ccccc1SC	1	3	-0.5	0.7	2.3	1	0	0.5	0.3	0.5	0.8

Continued.
nr	SMILES	NPR1 activator	HGIII-sPLA2 inh	ssDAF12 agonist	hgDAF-12 ag	hcDAF-12 act	SMARCA2 act	NPR2 activator	KLK7 zymogen act	DAX1 inh-1	FXN GAA850 act	DAX1 inh-2
51	COc1ccccc1CNS(=O)(=O)c1c(C)[nH]c(C)c1C(=O)N1CCCCC1	-5	0	-1.1	1.5	-0.4	3	-4	0.5	0.0	0.8	0.1
52	COc1cccc(NC(=O)CN(C)C(=O)C2CCN(C(=O)c3ccccc3C)CC2)c1	-3	-1	-1.0	0.8	-0.7	2	0	-0.2	0.8	-2.1	-0.1
53	COc1ccc(S(=O)(=O)N2CCN(C)CC2c2ccccc2)cc1OC (stereo not given)	2	16	-0.9	-1.8	0.6	0	-1	0.6	0.5	-0.6	1.7
54	CCCCNS(=O)(=O)c1ccc2nc(SCC(=O)Nc3sccc3C#N)[nH]c2c1	2	-49	-1.4	-5.8	-3.7	-6	9	-0.6	-1.0	0.4	-0.7
55	CC(Oc1ccccc1)C(=O)Nc1nc2c(s1)C(=O)CC(C)(C)C2 (stereo not given)	-3	-2	-1.4	-0.3	-0.2	-2	-2	0.0	-0.4	0.0	0.1
56	COc1ccc(N(C(=O)C(C)C)S(=O)(=O)c2ccc3c(c2)n(C)c(=O)n3C)cc1	-2	-6	-1.3	-1.6	-0.7	0	-1	0.2	0.1	-6.1	0.1
57	Cc1ccc2nc(Cl)c3cc(C(=O)NCCCN4CCCC4)sc3c2c1	10	-8	-0.3	1.3	3.9	14*	2	0.1	1.6	4.7	0.6

From PubChem BioAssay
